From PubChem BioAssay
ABCB1 block: blocks JC-1 efflux by human ABCB1 transporter; P08183; CCRF-Adr cells, flow cytometry; inhibition, % at 6.6 µM; 190,000 compounds, 0.067% hits; AID 1326; in the data active means inhibition above about 40%;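 further: 0% = vehicle and 100% = reference inhibitor; higher value means more JC-1 retained so stronger ABCB1 efflux block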
Rab7 wt modul: alters GTP binding to wildtype dog Rab7; GST-Rab7 beads, fluorescent GTP binding, flow cytometry; actives lie on both sides; untreated = 100%, excess cold GTP = 0%; GTP binding activity (percent of control), % at 10 µM; 190,000 compounds, 0.055% hits; AID 758;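 active means fluorescent GTP binding to Rab7 beads changed by at least 20 points from the 100% baseline, either direction, mostly lower; inconclusive means compound itself probably fluorescent, or too few beads counted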;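 further: median green fluorescence of bound Bodipy-FL-GTP per Rab7 bead population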
Rac1 wt GTP bind: alters GTP binding to wildtype human Rac1 | GTP binding activity (% of control), % at 10 µM | AID 757 | 190,000 compounds, 0.27% hits | GST-Rac1 beads, fluorescent GTP binding, flow cytometry; actives lie on both sides; 0 = cold GTP competed, 100 = untreated;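 active means GTP binding activity at least 20 points away from the 100% control level, either lower or higher; inconclusive means compound flagged as likely green fluorescent, judged across all proteins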
ABCG2 inh: human ABCG2 inhibition, ABCB1 as counter-screen. IgMXP3 cells, JC-1 efflux, flow cytometry. inhibition, % at 6.6 µM. 190,000 compounds, 0.1% hits. AID 1325;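 active means inhibition above 80%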;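 further: 0% = DMSO and 100% = nicardipine control wells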
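Test system: IgMXP3 (ABCG2) plus far-red-tagged CCRF-Adr (ABCB1) cells. Reagent: JC-1 dye as substrate. Timing: 10 min exposure at 25 °C with rotation, no wash. Measured by: flow cytometric JC-1 green MFI at 530 nm. Read-out: percent efflux inhibition, scaled nicardipine 100% to DMSO 0%. Control set: nicardipine and DMSO wells.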
Rab2 wt GTP: changes GTP binding to wildtype dog Rab2A, up or down. AID 760. GST-Rab2 wt beads, Bodipy-GTP binding, flow cytometry. 190,000 compounds, 0.19% hits. P61105. GTP binding activity, % at 10 µM;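 active means GTP binding activity at least 20 points away from 100%, either lowered or raised; inconclusive means signal likely due to the compound's own green fluorescence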;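 further: 0% = beads with excess unlabeled GTP and 100% = no-compound control corrected for plate trend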
Pf gamet viab: P. falciparum stage V gametocyte viability inhibition | P. falciparum stage V gametocytes, ATP luminescence, 24 h | inhibition, % at 10.9 µM | 150,000 compounds, 0.065% hits | AID 743093;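 active means inhibition above the mean plus 3 SD of compounds within the control limits, set per campaign, cut at about 38% in these data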;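 further: 0% = DMSO wells and 100% = medium only without gametocytes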
HRas wt GTP: modulators of GTP binding to human HRas wildtype. 190,000 compounds, 0.14% hits. GTP binding activity, % at 10 µM. P01112. GST-Ras wt beads, Bodipy-FL-GTP binding, flow cytometry; actives lie on both sides;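 active means GTP binding activity at least 20% away from the 100% baseline, either lowered as inhibitor or raised as activator; inconclusive means flagged as likely green fluorescent, judged across all proteins in the well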;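 further: 0% = unlabeled GTP competition control and 100% = no-compound control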
Target sequence (P01112 whole entry, looked up): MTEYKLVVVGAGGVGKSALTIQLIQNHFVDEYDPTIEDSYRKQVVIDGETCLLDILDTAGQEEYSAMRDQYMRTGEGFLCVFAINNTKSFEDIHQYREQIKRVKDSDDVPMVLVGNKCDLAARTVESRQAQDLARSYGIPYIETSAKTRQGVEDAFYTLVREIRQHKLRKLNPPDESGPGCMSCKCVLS
Mcl1-Noxa inh: disrupts binding of human Mcl-1 to Noxa peptide. TR-FRET Mcl-1/Noxa peptide binding, 2 h. inhibition, % at 21.7 µM. 220,000 compounds, 1.5% hits. AID 1022;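 active means compounds that cut the protein-peptide binding signal by more than 50% relative to plate controls in a single-dose test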;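 further: His-tagged Mcl-1 with rhodamine Noxa BH3 peptide and terbium anti-His antibody; 0% = Mcl-1 plus Noxa peptide wells and 100% = peptide-only wells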
Target sequence (Q07820 whole entry, looked up): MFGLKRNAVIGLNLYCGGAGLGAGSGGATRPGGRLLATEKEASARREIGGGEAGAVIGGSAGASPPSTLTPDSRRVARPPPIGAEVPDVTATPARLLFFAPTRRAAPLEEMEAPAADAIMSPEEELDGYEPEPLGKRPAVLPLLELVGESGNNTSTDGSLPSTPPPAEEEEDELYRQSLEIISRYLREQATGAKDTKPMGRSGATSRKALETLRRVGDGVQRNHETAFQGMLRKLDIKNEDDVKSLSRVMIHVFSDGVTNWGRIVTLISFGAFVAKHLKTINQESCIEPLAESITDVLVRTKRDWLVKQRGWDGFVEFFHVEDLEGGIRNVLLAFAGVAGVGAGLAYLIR
Avidin bead fluor: avidin bead compound fluorescence profile. fluorescence (KMESF) at 10 µM. AID 1775. Avidin beads, compound fluorescence 488/530 nm, flow cytometry; active compounds read high. 220,000 compounds, 0.38% hits; in the data active means fluorescence above about 47; further: inactives centre near 10
Cdc42 wt: changes GTP binding to wildtype human Cdc42. AID 761. P60953. percent activity (GTP binding), % at 10 µM. GST-Cdc42 beads, Bodipy-GTP binding, flow cytometry; actives lie on both sides. 190,000 compounds, 0.2% hits;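 active means percent activity GTP binding at least 20 points away from the 100% baseline, either down as inhibitor or up as activator; inconclusive means compound flagged as likely green fluorescent from well-wide comparison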;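 further: median bead fluorescence of bound Bodipy-FL-GTP at 100 nM; 0% = excess unlabeled GTP control and 100% = no compound control; below 100% means less GTP binding so inhibitor and above means activator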
Target sequence (P60953 whole entry, looked up): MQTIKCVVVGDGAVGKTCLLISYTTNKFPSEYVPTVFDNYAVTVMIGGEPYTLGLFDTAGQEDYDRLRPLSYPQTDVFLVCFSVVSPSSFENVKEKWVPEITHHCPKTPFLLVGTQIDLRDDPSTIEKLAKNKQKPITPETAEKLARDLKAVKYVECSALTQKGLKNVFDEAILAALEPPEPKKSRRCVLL
Rac1 mut GTP: modulators of GTP binding to human Rac1 activated mutant | P63000 | GST-Rac1 activated beads, fluorescent GTP binding, flow cytometry; actives lie on both sides; 100% means binding = to untreated wells | percent activity (GTP binding), % at 10 µM | 190,000 compounds, 0.11% hits;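 active means GTP binding at least 20 percentage points away from the 100% baseline, in either direction, so actives lie on both sides; inconclusive means Compound likely fluorescent itself, or too few beads counted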
* marks the source's active call; other numbers are inactive results; ? = inconclusive; nt = not tested or not shown. Not a hit list; any-hit rate near 2.3%.

SMILES	ABCB1 block	Rab7 wt modul	Rac1 wt GTP bind	ABCG2 inh	Rab2 wt GTP	Pf gamet viab	HRas wt GTP	Mcl1-Noxa inh	Avidin bead fluor	Cdc42 wt	Rac1 mut GTP
COc1ccc(NC(=O)/C=C/c2ccccc2)cn1	0.0	96	106	4	100	19	100	8	10	101	101
Cc1ccc(C(c2nnnn2Cc2cccs2)N2CCN(Cc3ccc4c(c3)OCO4)CC2)cc1 (stereo unspecified)	1.2	99	107	1	99	-23	99	10	31	107	101
CCCc1nnc(SCC(=O)N2CCOCC2)n1CCCOC	0.0	97	100	1	97	1	100	-4	5	99	98
O=C(CSc1nnc(NC(=O)C2CC2)s1)Nc1ccc2c(c1)OCCO2	0.2	100	96	2	96	-6	98	3	12	97	94
COc1cc(C2CC(=O)Nc3c2c(=O)nc2c(C)cccn32)cc(OC)c1OC (stereo unspecified)	-0.1	99	100	0	95	-4	95	6	8	93	95
CNc1nnc(-c2ccc(N(C)C)cc2)s1	1.1	100	105	4	101	nt	101	20	4	103	100
C=CCN1C(=O)c2cccc3c(Br)ccc(c23)C1=O	0.7	103	99	14	104	nt	101	-7	8	101	97
OC1C=CSc2nc3ccccc3n21 (stereo unspecified)	0.3	103	109	2	102	-2	102	11	26	109	100
CCN1/C(=C\C(C)=O)Sc2ccc(OC)cc21	0.9	101	105	3	102	nt	105	31	17	102	99
CCNc1nc(NOC)nc(OCC#N)n1	0.1	99	105	1	105	-33	104	-8	6	105	103
O=C(O)CN1C(=O)c2cccc(Oc3ccc(Cl)cc3)c2C1=O	0.4	102	100	2	98	nt	100	-4	8	102	98
S=C(Nc1ccc(Cl)cc1)NC1CC2CCCC(C1)N2C1CC1 (stereo unspecified)	-0.1	100	98	0	100	nt	98	-5	3	97	97
CC1(C(=O)N(CC(=O)NC2CCCC2)C2CCCC2)CC(=O)N=C2C=CC=CN21 (stereo unspecified)	-0.3	95	95	-1	95	-11	94	4	17	93	96
Cn1c(C(=O)N2CCc3ccccc3C2)cc2c(=O)n3ccccc3nc21	0.3	?	?	1	?	nt	?	25	17	?	?
Cc1noc(C)c1C(=O)N1CCN(c2cccc(Cl)c2)CC1	0.7	101	97	1	98	20	96	-7	24	97	93
Cc1cccn2c(CNCC3(c4ccccc4)CCCC3)c(C(=O)N3CCOCC3)nc12	0.8	97	103	7	96	nt	95	-9	15	94	97
Cc1ccc(C2=[N+]([O-])C3(CCCCC3=O)N(O)C2(C)C)cc1 (stereo unspecified)	0.0	103	110	-1	103	-12	103	-2	12	106	101
COC(=O)/C=C/C(=O)N1CCN(c2cccc(Cl)c2)CC1	0.6	99	104	11	99	nt	102	5	12	102	99
Cc1ccc(NC(=O)NC(=O)CN2C(=O)NC3(CCCCCCC3)C2=O)c(C)c1	1.4	93	96	8	95	4	98	1	17	100	96
CCn1c(CNc2ccc(Cl)cc2)nnc1SCC(=O)NCc1ccccc1	0.6	96	104	2	99	nt	99	12	32	104	99
CSc1nc2nc(C)cc(-c3ccccc3)n2n1	0.4	100	99	5	98	nt	99	2	10	101	97
N#CCSc1nnc(C2CCCCC2)n1-c1ccccc1	0.2	96	101	1	95	nt	98	3	4	100	99
O=[N+]([O-])c1ccc2nc(-c3ccc(Cl)cc3)[nH]c2c1	14	98	103	52	96	14	96	45	2	96	96
COc1ccc(OC)c(CN2CCC(CO)(CCOc3ccccc3)CC2)c1	-0.1	102	102	4	100	nt	100	5	2	101	97
CCN(CC1COc2ccccc2O1)C(=S)Nc1ccccc1 (stereo unspecified)	0.3	96	102	3	97	nt	99	-12	11	102	100
N#Cc1nc(COc2ccc(Br)cc2)oc1NCCN1CCOCC1	-0.6	103	102	17	101	-19	101	21	7	98	100
COc1cc(C2N(C)CCC3(OCCO3)C2(C)C)cc(OC)c1OC (stereo unspecified)	-1.0	97	101	-15	99	nt	100	3	13	101	101
NC(=O)c1c(NC(=O)CN2C(=O)CCC2=O)sc2c1CCCCC2	0.1	93	94	1	94	nt	93	22	8	97	96
COc1cccc(NC(=O)c2cc(OC)c(OC)c(OC)c2Br)c1	0.8	100	102	6	100	0	102	6	4	103	100
CCOc1ccccc1OCCCC(=O)N(C)CC(=O)Nc1cc(C)ccc1C	0.2	98	100	1	96	nt	98	-12	10	95	98
CC(C)C(OC(=O)c1nsc(Cl)c1Cl)C(=O)NC(C)(C)C (stereo unspecified)	0.5	104	98	2	103	2	101	-9	10	103	99
c1ccc(-c2nnnc3ccccc23)cc1	0.4	99	104	4	98	-15	101	13	0	98	98
CC(C)c1cccc(C(C)C)c1NC(=O)c1ccc(OCC(=O)NCc2ccccc2)cc1	0.3	94	103	3	100	nt	99	-14	7	102	101
Oc1c(C(c2cccc(F)c2)N2CCN(Cc3ccccc3)CC2)sc2ncnn12 (stereo unspecified)	1.0	97	102	6	100	nt	98	5	22	101	99
CCc1cc2c(=O)[nH]c(-c3ccccn3)nc2s1	0.6	97	104	18	100	-6	100	-55	3	106	101
CC(C)(C)NC(=O)CSc1nc2ccc(NC(=O)CSc3nnnn3Cc3ccccc3)cc2s1	1.3	94	89	3	93	7	96	nt	8	95	92
Cc1ccc(-n2c(C)cc(C(=O)COc3c(CO)cc(F)cc3CO)c2C)cc1C	-0.3	101	105	-3	101	25	100	16	4	99	98
CC(=O)NC(Cc1ccccc1C)C(=O)NC1CCN(C(=O)c2cccc(C)c2)CC1 (stereo unspecified)	-0.8	98	105	-2	101	12	100	9	10	100	98
COC(=O)c1nc2ccc(C)cn2c1F	-0.2	100	106	0	102	nt	102	-4	6	103	99
Cc1ccccc1-c1noc(N)c1C#N	0.0	99	102	0	100	0	101	0	-1	102	100
Cc1cccc(N2CCN(c3ccc(NC(=O)/C=C\C(=O)O)cc3)CC2)c1	0.1	97	100	0	98	20	100	13	12	98	98
COc1ccc(NC(=O)CNC(=O)Cn2c(C)cc3ccccc3c2=O)cc1OC	0.1	100	98	0	99	-8	102	-17	21	95	98
CCCCNC(=O)CN1C(=O)NC2(CCCc3ccccc32)C1=O (stereo unspecified)	-6.6	106	105	-6	104	16	108	12	16	106	100
Cc1ccccc1NC(=O)N1CCN(c2ncccn2)CC1	1.9	101	98	4	99	-4	98	9	10	98	97
COc1c(Cl)cnn(-c2ccc(Cl)c(Cl)c2)c1=O	1.5	106	98	7	101	12	98	2	9	103	97
Cn1c(Cn2nnc3ccccc32)nnc1SCC(=O)c1ccc(F)cc1	0.5	102	109	5	104	2	103	7	11	102	100
CC(C)N(C(=O)Cc1ccccc1[N+](=O)[O-])C(C)C	0.4	95	101	1	96	-6	99	0	8	100	98
Cc1cc(NC(=O)CSc2n[nH]c(-c3cccs3)n2)no1	0.4	98	95	2	96	nt	100	3	29	99	94
COCc1nc2sc3c(c2c(=O)[nH]1)CCCC3	0.4	94	103	13	96	nt	98	3	4	98	98
Cc1ccc(NC(=S)NCc2ccccn2)cc1	-0.9	101	100	2	101	nt	100	-18	15	98	100
COCCNC(=O)Cn1ncc2ccsc2c1=O	0.7	98	98	1	98	nt	97	19	6	99	97
Cc1ccccc1C(=O)Nc1c(C(=O)N2CCCC2)cnn1-c1ccccc1	2.5	107	105	10	101	6	102	-15	17	99	99
CCC(c1n[nH]c(=S)n1-c1ccccc1)N(C)C (stereo unspecified)	-0.4	97	106	12	98	-5	99	22	19	104	99
CCCCc1nnc(NC(=O)CSc2nc(C)cc(=O)[nH]2)s1	4.0	105	105	12	103	-13	102	0	14	102	99
O=C(NCCCNC1CCCCC1)c1ccc(/C=N/O)nc1	0.1	97	101	1	96	1	98	-10	8	99	95
Cc1cccc(Cn2c(=O)c3c(nc4n3CCCN4Cc3ccccc3)n(C)c2=O)c1	7.2	92	94	11	90	12	93	29	10	93	96
CCOC(=O)c1c(C)sc2c1N(C(=O)CCl)c1cc(Cl)ccc1S2	2.2	94	99	6	95	17	98	18	9	99	97
CC(C(=O)NC1C(=O)N2C(C(=O)O)=C(CSc3nnnn3C)CSC12)n1cc(Cl)cn1 (stereo unspecified)	-0.3	98	105	-1	104	nt	102	20	11	104	104
CCOc1nc(C#N)nc(N2CCCCC2)n1	0.7	106	105	2	102	nt	103	11	10	101	98
CC(=O)NCCc1csc(-c2ccccc2)n1	0.2	101	104	3	102	5	102	7	6	100	98

Next structures.
SMILES	ABCB1 block	Rab7 wt modul	Rac1 wt GTP bind	ABCG2 inh	Rab2 wt GTP	Pf gamet viab	HRas wt GTP	Mcl1-Noxa inh	Avidin bead fluor	Cdc42 wt	Rac1 mut GTP
Cc1ccc(C)n1-c1ccc(C(=O)N/N=C/c2ccncc2)cc1	-0.4	95	96	0	95	-9	95	37	7	96	97
Nc1nn2c(-c3ccccc3)cc(=O)[nH]c2c1N=Nc1ccc(O)cc1	-1.2	?	?	-4	?	nt	?	37	12	?	?
CCOC(=O)N1CCN(C(=O)c2csc3c2CCCCC3)CC1	-3.0	92	96	-1	96	nt	97	11	14	96	96
CCOC(=O)C1=NNC(C(=O)c2ccc(Cl)cc2)C1c1ccc(OC)cc1 (stereo unspecified)	0.6	94	95	2	96	nt	96	4	10	96	98
CNC(=O)c1ccccc1S(=O)(=O)c1ccccc1C#N	0.0	97	97	0	95	-8	97	-1	45	99	94
CC1CCN(S(=O)(=O)c2cc(Br)cc(C(=O)NC3=NCCS3)c2)CC1	0.2	91	93	1	92	-6	93	4	11	94	93
CCC(C)C(NC(=O)C(CC(C)C)NC(=O)C(CO)NC(=O)C1CCC(=O)N1)C(=O)OC (stereo unspecified)	0.6	99	99	3	98	-86	98	6	11	98	97
Cn1cc([C@@H]2C[C@H]3CN(Cc4cccc(Cl)c4)C(=O)[C@]34CCCN24)c2ccccc21	4.7	?	?	7	?	2	?	26	3	?	?
COC(=O)c1sccc1Oc1c(Cl)cccc1[N+](=O)[O-]	1.2	94	94	3	90	6	92	12	21	88	90
Cc1ccc(S(=O)(=O)N/N=C2/CCCCC2C2CCCCC2)cc1[N+](=O)[O-] (stereo unspecified)	0.4	97	100	34	94	nt	97	-8	23	96	97
O=C(C1=C[C@@H](C2CC2)C[C@@H](OCCCCO)O1)N1CCN(Cc2ccc3c(c2)OCO3)CC1	0.2	100	99	2	96	nt	96	-7	6	98	95
